# Assay outcomes (PubChem)
# ERb coact inh: blocks coactivator binding to human estrogen receptor beta | hit rate 1.3% among 86,000 | inhibition, % at 25.6 µM | Q92731 | TR-FRET ER-beta LBD / SRC1-Cy5 peptide binding; receptor agonist-loaded with 1 µM estradiol;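 active means compounds whose percent inhibition of the receptor-coactivator binding signal exceeds about 50% in the single-dose screen, limit read from the data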;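 further: 0% = receptor plus peptide wells without compound and 100% = peptide-only wells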
# Mac1 fbg enh: CD11b/CD18-fibrinogen binding enhancement; K562 CD11b/CD18 adhesion to fibrinogen, ATPlite luminescence; activation, % at 10 µM; hit rate 0.07% among 93,000; AID 1499;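 active means 10 µM primary screen giving 50% or more activity, confirmed by 40% or more on retest at that dose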; further: strong numbers were not always called active; reference of the scale not given here
# MT1-MMP txn act: MT1-MMP promoter transcription activation; HT1080 MT1-MMP promoter luciferase reporter, luminescence, overnight; stronger effect = higher value; activation factor at 10 µM; hit rate 0.16% among 86,000;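 active means activation factor of at least 2 for MT1-MMP transcription at 10 µM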
# sEH inhibitor: inhibitors of human soluble epoxide hydrolase; P34913; recombinant human sEH enzymatic activity assay; inhibition, % at 2 µM; hit rate 0.34% among 91,000; AID 707; in the data active means inhibition above about 80%; further: values of inactives mirror those of a sister screen read the other way; many of its hits are not listed in these tables
# Candida biofilm: kills Candida albicans biofilms; C. albicans biofilm + clotrimazole, Alamar Blue; AID 834; hit rate 0.14% among 85,000; inhibition, % at 6 µM;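 active means inhibition above 20%; inactive means inhibition below 20%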;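 further: preformed 24 hr biofilms exposed to compound for 48 hr; 0% = biofilm without compound and 100% = blank killed by clotrimazole plus chlorhexidine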
# ERa SRC1 pot: enhances coactivator binding to human estrogen receptor alpha | TR-FRET ERalpha-LBD/SRC-Cy5 coactivator binding, 2 h; 100 = basal binding, no effect | coactivator binding (% of control), % at 25.6 µM | hit rate 1.3% among 86,000 | AID 639; in the data active means activity above about 200%;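 further: binding measured in presence of low estradiol as agonist stimulus; 0% = peptide alone without receptor and 100% = receptor with peptide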
# Target sequence (P03372 whole entry, looked up, the tested form may be a part): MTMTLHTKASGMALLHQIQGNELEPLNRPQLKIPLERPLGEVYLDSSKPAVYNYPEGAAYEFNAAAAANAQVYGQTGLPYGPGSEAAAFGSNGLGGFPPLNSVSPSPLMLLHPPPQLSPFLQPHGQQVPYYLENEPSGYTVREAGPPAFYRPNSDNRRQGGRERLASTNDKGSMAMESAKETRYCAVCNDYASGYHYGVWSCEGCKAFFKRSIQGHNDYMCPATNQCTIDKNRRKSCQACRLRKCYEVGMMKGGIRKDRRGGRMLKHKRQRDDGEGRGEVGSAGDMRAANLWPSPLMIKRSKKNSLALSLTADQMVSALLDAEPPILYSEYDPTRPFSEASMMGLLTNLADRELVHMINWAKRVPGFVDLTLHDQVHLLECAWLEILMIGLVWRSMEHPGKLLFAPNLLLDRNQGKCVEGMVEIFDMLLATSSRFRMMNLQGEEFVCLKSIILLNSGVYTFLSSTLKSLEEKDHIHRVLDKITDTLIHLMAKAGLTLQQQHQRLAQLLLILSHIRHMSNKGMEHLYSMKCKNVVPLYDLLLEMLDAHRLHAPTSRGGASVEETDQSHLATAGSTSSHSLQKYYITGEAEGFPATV
# sEH act: soluble epoxide hydrolase (human) activation; purified human sEH enzymatic activity, activator screen; hit rate 0.04% among 91,000; P34913; AID 717; activation, % at 2 µM; in the data active means activation above about 37%; further: values of inactives mirror those of a sister screen read the other way
# Smad3 FoxH1 inh: blocks human Smad3 binding to FoxH1 peptide; P84022; TR-FRET Smad3/Dy647-FoxH1 peptide binding, europium anti-His; inhibition, % at 25 µM; AID 630; hit rate 0.29% among 88,000;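 active means compounds that reduce the energy-transfer binding signal between the protein and its labelled peptide by more than half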;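 further: 0% = Smad3 plus labelled peptide maximal FRET and 100% = peptide-only background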
# Target sequence (P84022 whole entry, looked up): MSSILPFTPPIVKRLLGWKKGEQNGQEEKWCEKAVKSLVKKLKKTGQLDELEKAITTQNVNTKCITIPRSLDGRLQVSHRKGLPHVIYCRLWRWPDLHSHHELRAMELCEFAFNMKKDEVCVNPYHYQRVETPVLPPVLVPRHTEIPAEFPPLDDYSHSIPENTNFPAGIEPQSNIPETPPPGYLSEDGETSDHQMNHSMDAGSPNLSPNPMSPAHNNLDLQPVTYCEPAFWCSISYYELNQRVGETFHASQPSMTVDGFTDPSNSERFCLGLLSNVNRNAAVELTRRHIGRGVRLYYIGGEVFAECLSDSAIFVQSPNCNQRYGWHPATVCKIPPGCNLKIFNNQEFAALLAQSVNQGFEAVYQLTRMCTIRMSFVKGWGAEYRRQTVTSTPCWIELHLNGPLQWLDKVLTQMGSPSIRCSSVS
# CD11b adhes inh: blocks human CD11b/CD18 adhesion to fibrinogen; K562 CD11b/CD18 adhesion to fibrinogen, ATPlite luminescence; Mn2+ added to activate the integrin; AID 1497; inhibition, % at 10 µM; hit rate 0.54% among 93,000; P05107+P11215;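 active means primary inhibition of 50% or more at 10 µM, then 40% or more on retest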; further: some results filed as inactive read as strong as hits
# Starred values were filed as active, the others as inactive; . = no result given; [ ] = remark or other dose. Not all compounds are listed; count on the stated rates, not on these rows.
SMILES,ERb coact inh,Mac1 fbg enh,MT1-MMP txn act,sEH inhibitor,Candida biofilm,ERa SRC1 pot,sEH act,Smad3 FoxH1 inh,CD11b adhes inh
O=C(CCc1nc(-c2ccccc2F)no1)NCCN1CCc2ccccc2C1,.,-3,1.1,-3,.,.,6,.,-16
Clc1ccc(-c2nnn(Cc3nc4ccccc4s3)n2)cc1,-1,-4,1.2,-12,2,97,14,6,1
CCC(=O)Nc1ccc(Oc2ccc3c(c2)C(=O)NC3=O)cc1,5,-2,1,0,5,96,0,4,-5
O=C(C1CC1)N1CCc2cc(S(=O)(=O)N3CCCc4ccccc43)ccc21,-1[fluorescence artefact?],.,1.1,.,11,98,.,-9,.
CCCCNC(=O)C1CC(=O)N(C2CCCC2)C1 (stereo unspecified),-9,-4,1,-12,6,105,10,13,-6
COc1cccc(C(=O)N(CN2CCCC2=O)c2cccc(Cl)c2)c1,-2,.,1.3,.,.,112,.,-1,.
COCCN1C(=O)c2ccccc2C(C(=O)N2CCN(c3ccccc3)CC2)C1c1ccc(F)cc1 (stereo unspecified),-12,-2,1.3,14,11,87,-11,-1,-3
CCC(C)C(=O)Nc1nc(C)c(-c2csc(Nc3cc(Cl)ccc3OC)n2)s1 (stereo unspecified),.,10,.,4,.,.,-3,.,-14
O=C(NCC(c1cccs1)N1CCOCC1)c1ccc(Cl)s1 (stereo unspecified),-5,0,0.3,7,3,108,-4,1,-29
Cc1ccc(NC(=O)CCn2cccc2)cc1C,-5,2,1.1,2,-2,95,-3,-4,-8
O=C(CCn1c(=O)c2ccccc2n(Cc2ccccc2)c1=O)NCc1ccc2c(c1)OCO2,23,0,1.1,10,-2,132,-12,-27,-11
Cc1cc(C(F)(F)F)c(C#N)c(SCC(=O)NC(C)(C)C)n1,4,-3,0.9,.,5,91,.,-3,-8
C=CCN(CC=C)C(=O)Cc1ccc(F)cc1,-7,-3,1.2,2,5,105,1,-14,1
COC(=O)c1cn(NC(=O)C2CCCO2)c(=O)c2ccccc12 (stereo unspecified),0,.,1.1,-2,10,105,0,-3,.
O=C(c1ccco1)N1CCN(S(=O)(=O)c2ccc3c(c2)CCN3C(=O)C2CC2)CC1,-6,.,1.1,.,-6,116,.,-3,.
Fc1ccc(Cn2nnnc2CN2CCN(C3CCCC3)CC2)cc1,-1[fluorescence artefact?],-4,1.1,2,2,124[fluorescence artefact?],2,-8,-4
O=C1NC2(C=Cc3c(ccc4ccccc34)O2)Oc2ccccc21 (stereo unspecified),-8,-1,1.3,5,4,84,-5,-22,-6
COc1ccc(NC(=O)Nc2cc(C)ccc2F)cc1,-4,-2,1.6,70,4,94,-71,45[fluorescence artefact?],5
Cc1ccc2nc(N3CCN(Cc4nnnn4C4CCCC4)CC3)c(C#N)cc2c1,-2,.,1.3,-10,7,130,10,6,.
CCCCn1c(=O)n(CC(=O)NCc2ccc(C)cc2)c(=O)c2c1nc(CO)n2CCC,-25[fluorescence artefact?],.,1.2,2,6,107,-2,1,.
N/C(CN1CCCC1=O)=N\O,1,-3,1.1,1,1,109,2,3,-6
O=C(C1CCN(Cc2cc(Cl)ccc2O)CC1)N1CCN(Cc2ccccc2)CC1,9[fluorescence artefact?],.,1.2,-2,0,137,2,10,.
COc1cc(CNCCN2CCOCC2)ccc1OCc1ccc(Cl)cc1,.,0,.,8,.,.,-6,.,5
O=C(Nc1ccccc1)c1nn(-c2ccccc2)c(=O)cc1C(F)(F)F,.,-1,.,-16,.,.,15,.,8
O=C(CCCN1CCOCC1)c1ccc2c(c1)OCCO2,-4,0,1.5,8,3,106,-7,5,-14
Cc1csc(N(C(=O)c2cccc(S(=O)(=O)N(C)C)c2)c2ccccc2)n1,5,-5,1.1,.,10,142,.,10,-5
O=C(COC(=O)CNS(=O)(=O)/C=C/c1ccccc1)NC1CCS(=O)(=O)C1 (stereo unspecified),-3[fluorescence artefact?],-1,1.1,.,4,157,.,1,-6
CCC(=O)N1CCN(c2ccc(Cl)cc2NC(=O)c2ccc3c(c2)OCCO3)CC1,-2,1,1.2,-6,11,100,0,5,10
CCOc1ccc(NC(=O)N(CCCN2CCOCC2)Cc2cccnc2)cc1,11,-2,.,0,3,97[fluorescence artefact?],-1,5,20
O=C(CSc1nnc(-c2ccncc2)n1-c1ccc(F)cc1)NC(=O)NCc1ccco1,55*[fluorescence artefact?],.,1,-8,8,78[fluorescence artefact?],6,-14,.
NC(=O)CCn1nc(-c2ccc(Cl)cc2)c2ccccc2c1=O,-5,5,0.9,-4,0,115,6,1,-11
CCOC(=O)c1cnc2ccc(C)cc2c1Sc1ccc(F)cc1,.,0,.,4,.,.,-4,.,19
O=C(Cc1ccccc1)NCC(=O)OCC(=O)c1cccs1,.,-3,.,-13,.,.,14,.,0
CC1CCC(N2CCN(c3ncccn3)CC2)CC1 (stereo unspecified),-5,-2,1.1,16,5,119,-11,10[fluorescence artefact?],-7
Cc1[nH]c2ccccc2c1SCCN,-3,.,1.1,1,10,117,-2,4,.
Cc1cc2oc(=O)cc(Cn3ccnc3)c2cc1C,-1,3,1.1,12,5,119,-13,8,-1
Cc1ccc(CNC(=O)C2CCCN2C(=O)NCc2ccccc2)cc1 (stereo unspecified),-9,-2,1.1,7,-4,106,-4,-2,13
COc1ccc(OC)c(S(=O)(=O)N2CCC(C(=O)NCC3CCCO3)CC2)c1 (stereo unspecified),1,.,1.4,14,5,126,-14,10,.
Cn1c(SCC(=O)N/N=C/C=C\c2ccco2)nc2ccccc21,.,-3,.,4,.,.,-2,.,-6
CC1(C)CC(=O)C(C=Nc2ccc(O)cc2)=C(O)C1,7[fluorescence artefact?],-2,1.3,-6,3,111,6,0,-8
CC(C)c1nnc(NC(=O)CN(C)S(=O)(=O)c2ccc3c(c2)OCCO3)s1,-6,-4,1.2,0,-3,109,0,7,10
C=CCc1cccc2cc(C(=O)N3CCN(C(=O)OCC)CC3)c(=O)oc12,.,11,1.1,-7,.,.,5,.,-44
Cc1ccc(C(=O)OCC(=O)Nc2sc3c(c2C#N)CCCCC3)cc1NC(=O)c1ccco1,9[fluorescence artefact?],.,0.9,-1,-1,111,0,7,.
CN1CCCCc2c1nc1ccccc1c2N (tested in a mixture with another compound),-20,-1,1.2,-6,9,94,6,-5,-11
CC1(C)NC(=O)N(CC(=O)O)C1=O,.,-1,.,7,.,.,-5,.,-28
Cc1ccc(CNc2nc3ccccc3s2)s1,11,-2,.,8,9,86,-4,0,31
CS(=O)(=O)NCCSc1nnnn1-c1ccccc1,-8,1,1.1,2,.,109,3,-4,2
COC(=O)c1ccccc1NC(=O)/C=N/O,7,-2,1.1,3,3,101,0,4,1
CCOC(=O)c1ccccc1NC(=O)CSc1ccccc1,6,.,1.2,-1,1,116,3,-9,.
O=C1NC(=S)S/C1=C1\Sc2ccccc2N1CCCS(=O)(=O)O,9,-3,1.1,-7,7,88,5,7,-4
O=C(Nc1ccccc1C(=O)NCc1ccco1)NC1CCCCC1,-10,8,1.1,49,-2,96,-48,-14,-3
CCN(CC)S(=O)(=O)c1c(Br)cc(C)cc1Br,-6[fluorescence artefact?],0,1.2,8,0,95,-9,4,-1
CCOC(=O)C1(C(C)(C)CC)CC(CSc2nc3ccccc3[nH]2)OC1=O (stereo unspecified),-3,.,1,-8,4,103,11,-1,.
CCn1c(SCC(=O)OCC(=O)N2c3ccccc3NC(=O)C2(C)C)nnc1-c1ccco1,-6[fluorescence artefact?],-2,1.1,-12,5,124,13,4[fluorescence artefact?],-10
Cc1ccc[n+](/C(C(=S)NCc2ccco2)=C(/[O-])c2ccccc2Cl)c1,-7,-2,1.2,1,6,108,-2,12,3
O=C(NC1=NCCS1)C1COc2ccccc2O1 (stereo unspecified),2,.,0,6,6,112,-3,1,.
COc1cccc(C2CC(c3ccccc3Cl)Nc3ncnn32)c1 (stereo unspecified),-1,.,1.1,-18,2,96,15,3,.
Cc1nc(NC(=O)CCC(=O)O)sc1C(=O)N(C)C,-1[fluorescence artefact?],-4,1,10,-5,105,-8,-17[fluorescence artefact?],-2
CC(C)(C)c1ccc(S(=O)(=O)O/N=C2/CCCCC2c2ccc([N+](=O)[O-])cc2[N+](=O)[O-])cc1 (stereo unspecified),-2,1,1.4,-2,6,115,0,-5,-6
Cc1cc2ncn(C(=O)c3c(-c4ccccc4Cl)noc3C)c2cc1C,-1,-3,1,-1,0,91,0,-1,5

# Some of the entries so far, with values under each structure.
# Below each compound: ERb coact inh	Mac1 fbg enh	MT1-MMP txn act	sEH inhibitor	Candida biofilm	ERa SRC1 pot	sEH act	Smad3 FoxH1 inh	CD11b adhes inh
- CCOC(=O)c1ccccc1NC(=O)CSc1ccccc1
→ 6	.	1.2	-1	1	116	3	-9	.
- O=C1NC(=S)S/C1=C1\Sc2ccccc2N1CCCS(=O)(=O)O
→ 9	-3	1.1	-7	7	88	5	7	-4
- O=C(Nc1ccccc1C(=O)NCc1ccco1)NC1CCCCC1
→ -10	8	1.1	49	-2	96	-48	-14	-3

# Further structures.
SMILES,ERb coact inh,Mac1 fbg enh,MT1-MMP txn act,sEH inhibitor,Candida biofilm,ERa SRC1 pot,sEH act,Smad3 FoxH1 inh,CD11b adhes inh
COc1ccc(NC(=O)CSc2nnc(C(C)C)n2N)cc1,-8[fluorescence artefact?],1,1,1,0,134,-3,12[fluorescence artefact?],11
Cc1cccc(NC(=O)c2cnc3n(c2=O)CCS3)c1,-10,.,1.6,-4,0,97,8,8,.
CCOC(=O)c1nc2cc3n(c(C)c-2c1C)C(C)C(CC)=C3C (stereo unspecified),-2,.,0.9,8,7,106,-7,-11,.
CC(C)Nc1nc(NC(C)C)nc(N(C)C#N)n1,-18[fluorescence artefact?],-1,1.1,11,-2,109,-9,-3,4
CN(C(=O)c1cc2n(n1)C(C(F)(F)F)CC(c1ccco1)N2)c1ccccc1 (stereo unspecified),8,0,1,-11,5,91,8,-13,9
COc1ccnc(NCc2ccc(Cl)cc2)c1C#N,.,-6,.,1,.,.,1,.,-4
CCc1ccc(NC(=O)N(CCCOC(C)C)C2CCN(C(C)=O)CC2)cc1,-4[fluorescence artefact?],-5,1,.,0,119,.,5,8
CCN(c1ccc2c(c1)OCO2)S(=O)(=O)c1cc(Br)cc2c1N(C(=O)C1CC1)CC2,11[fluorescence artefact?],56,.,-5,2,105,6,15,6
O=C(CSc1nc(-c2ccccc2Cl)ns1)NCc1ccco1,0,.,1.1,10,9,98,-10,6,.
CCOc1ccc2nc(-c3ccccc3)nc(SCC(=O)Nc3ncc(C)s3)c2c1,.,26,.,2,.,.,0,.,-16
Cc1nc2ncnn2c(C)c1CCC(=O)NCCC1=CCCCC1,-27,1,1.2,48,9,110,-48,8,3
CSCCC(C(=O)N1CC2(C)CC1CC(C)(C)C2)N1C(=O)c2ccccc2C1=O (stereo unspecified),-7,.,1.3,5,4,91,0,-2,.
O=C(Nc1ccccn1)[C@@H]1CCC(=O)N1C(=O)OCc1ccccc1,23,-4,1.2,.,-5,97,.,-13,13
O=C(CN1C2=NCCN2c2ccccc21)N1CCOCC1,7,-1,1,6,5,115,-4,4,-21
FC(F)(F)c1cnc2c(c1)Nc1ccccc1S2,2[fluorescence artefact?],-3,1.5,-2,4,126,2,4,-3
CCn1c(SCC(=O)NCc2cccs2)nnc1-c1cccs1,-9,-2,1.1,2,5,137[fluorescence artefact?],-2,-5,1
COc1ccc(CNS(=O)(=O)c2ccc3c(c2)CCN3C(=O)C2CC2)cc1,-2,-2,1,-25,0,105,21,4,1
CC1(C)C(=O)Nc2ccccc2N1C(=O)COC(=O)CCSc1ccccc1,.,3,.,-22,.,.,20,.,1
CN1CCc2c(sc(NC(=O)c3ccc(S(=O)(=O)N4CCOCC4)cc3)c2C(N)=O)C1,-2[fluorescence artefact?],-2,1,.,8,101[fluorescence artefact?],.,-10,1
Cc1ccc(Nc2nc3nonc3[nH]c2=O)cc1C,-3,-11,1,.,3,75,.,8,100*
